CHRM5 PAM – positive allosteric modulators of human muscarinic M5 receptor | P08912 | CHO-K1 hM5, Fluo-8 calcium, ACh EC20 PAM; 0% = ACh EC20, 100% = ACh EC100 | activation, % at 3 µM | 360,000 tested, 0.3% active | AID 624038;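 active = activation above the run cutoff, the mean activation of all test compounds plus 3 SD, cut at about 18% in these data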
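Probe or stimulus: acetylcholine, EC20 level; Assay system: human M5 receptor in CHO-K1 cells; Schedule: compound preincubation 140 s before EC20 acetylcholine addition; Technique: intracellular calcium via Fluo-8 fluorescence; Dosing: single-point, 3 µM nominal; Read-out basis: percent activation from peak-over-basal fluorescence ratio, scaled EC20-to-EC100 acetylcholine; Repeats: one well per compound, no replicates.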
CHRM5 antagonist – antagonists of human muscarinic M5 receptor (CHRM5) | 360,000 tested, 0.59% active | CHO-hM5 cells, Fluo-8 calcium fluorescence, ACh EC80 | inhibition, % at 3 µM | P08912;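 active = inhibition above a per-plate cutoff, the mean of that plate's test compounds plus 3 SD, cut at about 27% in these data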;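 note: 0% = acetylcholine EC80 with DMSO and 100% = DMSO without agonist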
CHRM4 antagonist – antagonists of human muscarinic M4 receptor (CHRM4); P08173; CHO-hM4 cells, ACh EC80, Fluo-8 calcium fluorescence; inhibition, % at 3 µM; 360,000 tested, 0.73% active;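 active = inhibition above its plate's cutoff, the mean inhibition of sample wells plus 3 SD, cut at about 27% in these data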;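 note: 0% = acetylcholine EC80 with DMSO and 100% = DMSO without agonist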
CRFR2-BP antag – blocks CRF-induced signaling of the CRF-BP/CRF-R2 complex | HEK293 CRF-R2/CRF-BP, CRF-induced calcium fluorescence | inhibition, % at 11.8 µM | 350,000 tested, 0.59% active | AID 588475;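 active = inhibition of the ligand-induced calcium signal above about 50% at the single tested concentration, limit read from the data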
M5 ag – CHRM5 agonism in calcium assay; P08912; CHO-K1 hM5 cells, Fluo-8 calcium fluorescence; 0% DMSO wells, 100% maximal acetylcholine response; activation, % at 3 µM; 360,000 tested, 0.19% active; AID 624037;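 active = activation above the run's mean over test compounds plus 3 SD, cut at about 23% in these data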;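 note: signal is peak over basal fluorescence ratio across the kinetic read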
M4 ag – agonists of human muscarinic M4 receptor (CHRM4); P08173; CHO-K1 hM4/Gqi5, Fluo-8 calcium fluorescence; vehicle 0%, full acetylcholine response 100%; activation, % at 3 µM; 360,000 tested, 0.14% active; AID 624127;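 active = activation above the run mean over all test wells plus 3 SD, cut at about 32% in these data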;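 note: peak over basal fluorescence ratio per well then scaled between controls; 0% = DMSO wells and 100% = acetylcholine at EC100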
CRFR2-BP ag – agonists of human CRF-binding protein/CRF-R2 receptor complex; HEK293 CRF-R2/CRF-BP, calcium dye fluorescence (FLIPR); percent of saturating CRF peptide response; activation, % at 13.2 µM; 350,000 tested, 0.46% active;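 active = activation of at least 50%, plus an integration ratio under a set limit after plate pattern correction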;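 note: plate controls were neutral control wells without compound for no effect and CRF at EC100 for full effect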
IDE inh – inhibits human insulin-degrading enzyme in HEK cells | FAbetaB cleavage, fluorescence polarization | 320,000 tested, 0.41% active | inhibition, % at 5.59 µM | P14735 | AID 434962;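 active = percent inhibition above the average of all tested compounds plus 3 SD, set per screening campaign, cut at about 16% in these data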;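 note: IDE supplied by intact live HEK cells; FP after avidin binding of uncleaved biotin substrate so inhibition keeps polarization high; 0% = DMSO wells and 100% = 60 µM reference IDE inhibitor Ii1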
Target sequence (P14735 whole entry, looked up): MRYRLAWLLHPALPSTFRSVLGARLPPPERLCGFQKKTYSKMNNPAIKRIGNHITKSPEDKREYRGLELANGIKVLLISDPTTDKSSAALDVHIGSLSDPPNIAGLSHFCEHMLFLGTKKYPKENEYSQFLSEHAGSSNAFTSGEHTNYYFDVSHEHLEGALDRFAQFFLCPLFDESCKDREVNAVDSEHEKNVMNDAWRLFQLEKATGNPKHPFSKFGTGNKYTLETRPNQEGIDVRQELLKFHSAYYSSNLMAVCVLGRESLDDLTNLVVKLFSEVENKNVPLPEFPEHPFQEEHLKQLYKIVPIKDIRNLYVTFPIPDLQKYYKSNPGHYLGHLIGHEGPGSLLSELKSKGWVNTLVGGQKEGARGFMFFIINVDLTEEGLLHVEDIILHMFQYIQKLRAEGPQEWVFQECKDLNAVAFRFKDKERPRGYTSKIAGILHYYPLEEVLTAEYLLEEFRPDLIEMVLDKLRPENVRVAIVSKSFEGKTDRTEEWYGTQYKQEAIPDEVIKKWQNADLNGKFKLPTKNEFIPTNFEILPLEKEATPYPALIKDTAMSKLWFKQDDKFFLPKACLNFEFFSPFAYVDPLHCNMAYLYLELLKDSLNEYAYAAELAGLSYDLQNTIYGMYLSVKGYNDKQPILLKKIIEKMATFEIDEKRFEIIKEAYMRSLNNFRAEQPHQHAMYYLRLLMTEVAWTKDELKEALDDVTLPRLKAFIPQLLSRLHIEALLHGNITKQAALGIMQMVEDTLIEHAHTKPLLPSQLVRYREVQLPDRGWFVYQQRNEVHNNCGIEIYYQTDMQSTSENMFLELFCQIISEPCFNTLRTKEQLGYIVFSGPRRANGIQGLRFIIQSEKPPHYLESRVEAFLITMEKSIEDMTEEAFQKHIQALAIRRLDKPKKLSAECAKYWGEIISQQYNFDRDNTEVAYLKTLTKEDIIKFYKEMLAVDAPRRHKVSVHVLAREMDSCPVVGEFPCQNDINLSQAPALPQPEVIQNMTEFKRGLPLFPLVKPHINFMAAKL
M4 PAM – potentiates acetylcholine response at human M4 receptor. P08173. CHO-K1 hM4/Gqi5, Fluo-8 calcium fluorescence, ACh EC20; 0% = ACh EC20, 100% = maximal ACh. activation, % at 3 µM. 360,000 tested, 0.4% active. AID 624126;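 active = activation above its plate's cutoff, the mean activation of sample wells plus 3 SD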; note: some results filed as inactive read as strong as hits
* marks the source's active call; other numbers are inactive results; / = no result given; & = joins results of further samples.

SMILES	CHRM5 PAM	CHRM5 antagonist	CHRM4 antagonist	CRFR2-BP antag	M5 ag	M4 ag	CRFR2-BP ag	IDE inh	M4 PAM
O=C(CSc1nnc(-c2cccnc2)n1-c1ccc(SC(F)F)cc1)N1CCCc2ccccc21	1	1	5	6	-3	0	-0.6	5	-3
CCN1C(=O)/C(=C/c2ccc(C)o2)N(C)C1=S	0	-3	-1	-5	-1	1	0.3	1	-2
CCN1C(=O)C(CC(=O)Nc2ccc(OC)cc2)N(CCc2ccc(F)cc2)C1=S (configuration not stated)	-12	19	8	-25	-1	19	3.0	-1	-15
Cc1cc(OCC(=O)NNC(=O)CCc2ccccc2)ccc1Br	-2	12	11	-6	-2	3	0.6	5	-2
COC(=O)C1(C(=O)OC)Cc2ccccc2N(S(=O)(=O)c2ccc(C)cc2)C1CC(C)=O (configuration not stated)	-2	-7	-2	/	2	2	/	/	6
COC(=O)c1cccc(NC(=S)NC(C)C)c1	4	6	-4	6	-4	2	2.2	2	1
Cc1cc(Br)cn2c(Cc3ccsc3)c(C(C)(C)C)nc12	-2	12	7	/	-7	2	/	/	-12
COCCSc1nc2c(c(=O)[nH]c(=O)n2C)n1CCC(C)C	5	0	-10	6	0	0	-0.8	-1	8
CNC(=O)c1ccccc1NC(=O)c1cccc(S(=O)(=O)N2CCCCC2)c1	5	0	-7	0	4	1	0.8	-7	11
Cc1cc(Cl)ccc1NC(=S)NCc1ccc(S(N)(=O)=O)cc1	-2	1	6	-5	-3	1	-1.6	-1	-5
CCc1ccc(/C=N/NC(=O)c2c[nH]c3ccccc23)s1	3	-11	-13	27	4	1	-5.5	3	20
O=C(OCC(=O)c1ccc[nH]1)c1ccccc1	-9	4	5	-4	5	5	2.7	3	-1
CCOC(=O)c1c(NC(=O)/C=C/c2ccc(C)o2)sc(C)c1C	-2	6	7	-25	0	0	0.5	-1	7
COc1cc2[nH]c(C(=O)N3CCN(c4ccc(F)cc4)CC3)cc2c(OC)c1OC	0	10	5	-3	-1	0	-0.7	-4	-4
CN(CC(=O)Nc1ccc(Cl)cc1)C(=O)COc1ncnc2ccccc12	-6	4	11	-2	-2	1	-2.1	0	-6
O=C(CC1NCCNC1=O)Nc1ccc2c(c1)OCCO2 (configuration not stated)	-6	-4	9	-1	-2	1	0.8	-3	0
CC1CCN(C(=O)/C(=C/c2ccccc2Cl)c2ccccc2)CC1	-7	-10	5	10	-9	0	0.5	0	-10
O=C(Nc1cccc(F)c1)N1CCN(C(=O)c2ccco2)CC1	2	-9	-1	13	-3	2	-0.5	3	1
CC(NC=C1C(=O)OC(C)(C)OC1=O)C(=O)O (configuration not stated)	-4	-2	-1	2	-1	1	-1.3	-2	5
CC(C)=C(C#N)c1nc2ccccc2s1	-6	27*	20	-6	18	21	1.5	38*	-7

In a second layout: results already given.
| mol | CHRM5 PAM | CHRM5 antagonist | CHRM4 antagonist | CRFR2-BP antag | M5 ag | M4 ag | CRFR2-BP ag | IDE inh | M4 PAM |
| --- | --- | --- | --- | --- | --- | --- | --- | --- | --- |
| Cc1cc(Br)cn2c(Cc3ccsc3)c(C(C)(C)C)nc12 | -2 | 12 | 7 | / | -7 | 2 | / | / | -12 |
| COCCSc1nc2c(c(=O)[nH]c(=O)n2C)n1CCC(C)C | 5 | 0 | -10 | 6 | 0 | 0 | -0.8 | -1 | 8 |
| CNC(=O)c1ccccc1NC(=O)c1cccc(S(=O)(=O)N2CCCCC2)c1 | 5 | 0 | -7 | 0 | 4 | 1 | 0.8 | -7 | 11 |
| Cc1cc(Cl)ccc1NC(=S)NCc1ccc(S(N)(=O)=O)cc1 | -2 | 1 | 6 | -5 | -3 | 1 | -1.6 | -1 | -5 |
| CCc1ccc(/C=N/NC(=O)c2c[nH]c3ccccc23)s1 | 3 | -11 | -13 | 27 | 4 | 1 | -5.5 | 3 | 20 |
| O=C(OCC(=O)c1ccc[nH]1)c1ccccc1 | -9 | 4 | 5 | -4 | 5 | 5 | 2.7 | 3 | -1 |
| CCOC(=O)c1c(NC(=O)/C=C/c2ccc(C)o2)sc(C)c1C | -2 | 6 | 7 | -25 | 0 | 0 | 0.5 | -1 | 7 |
| COc1cc2[nH]c(C(=O)N3CCN(c4ccc(F)cc4)CC3)cc2c(OC)c1OC | 0 | 10 | 5 | -3 | -1 | 0 | -0.7 | -4 | -4 |
| CN(CC(=O)Nc1ccc(Cl)cc1)C(=O)COc1ncnc2ccccc12 | -6 | 4 | 11 | -2 | -2 | 1 | -2.1 | 0 | -6 |
| O=C(CC1NCCNC1=O)Nc1ccc2c(c1)OCCO2 (configuration not stated) | -6 | -4 | 9 | -1 | -2 | 1 | 0.8 | -3 | 0 |
| CC1CCN(C(=O)/C(=C/c2ccccc2Cl)c2ccccc2)CC1 | -7 | -10 | 5 | 10 | -9 | 0 | 0.5 | 0 | -10 |

Following part.
SMILES	CHRM5 PAM	CHRM5 antagonist	CHRM4 antagonist	CRFR2-BP antag	M5 ag	M4 ag	CRFR2-BP ag	IDE inh	M4 PAM
O=C(/C=C/c1ccccc1)NC1CC2CCC1C2 (configuration not stated)	-3	8	-3	-11	-3	1	-4.3	-2	-3
C/C(=N\NC(=O)c1ccc(F)cc1)c1cccc(NC(=O)c2ccco2)c1	-6	2	-7	6	-1	1	1.6	0	-2
CCC/C=C/c1ccc(CN2C(CC(C)C)C(=O)N(Cc3cn(CCC4OCCO4)nn3)CCS2(=O)=O)cc1 (configuration not stated)	0	4	-6	-14	1	4	3.2	/	1
O=C(NCCc1ccccc1)C1CCN(S(=O)(=O)N2CCOCC2)CC1	1	-6	1	13	-1	1	-2.3	4	4
CN(C)c1ccc(/C=N/Nc2nncc3ccccc23)cc1	-2	-3	0	-3	2	0	-0.8	-3	-3
CCNc1nc(NCC)nc(OCCNS(=O)(=O)c2ccccc2)n1	3	-9	2	-5	6	2	0.3	-13	0
CCCc1nc2sc3ccccc3c(=O)c2c(=O)n1Cc1ccco1	9	-1	-3	-142	2	-1	55*	/	5
O=C(c1ccc(Cl)c(S(=O)(=O)N2CCOCC2)c1)N1CCN(c2ccccn2)CC1	-4	15	-6	4	4	6	-0.6	0	7
O=C(NCCNC(=O)c1cc(Cl)ccc1Cl)c1ccco1	5	-2	-1	0	-3	2	-1.0	0	2
COC(=O)c1c(NC(=O)c2c(Cl)cnn2C)sc(C)c1C	2	-6	-5	-23	-1	0	0.0	3	-4
CC(C)OCCCNC(=O)C1CCC(CNS(=O)(=O)c2ccccc2)CC1 (configuration not stated)	-5	-1	-1	2	2	0	-0.6	-1	-4
CN1CCN(S(=O)(=O)c2cccc(C(=O)Nc3ccccc3N3CCOCC3)c2)CC1	5	3	-3	-5	3	2	-1.0	10	6
CC(C)NC(=O)c1onc(CSc2ccc(C(C)C)cc2)c1C(=O)O	-5	8	-5	9	1	2	-1.9	0	0
O=C(CCC(=O)Nc1ccccc1Cl)NNS(=O)(=O)c1ccc(Cl)cc1	-5	8	-2	-14	-4	1	1.8	/	-1
COc1ccc(C)cc1S(=O)(=O)NNc1nc(C)cc(C)n1	1	7	11	9	3	2	-2.5	9	2
NC(=O)C1=C[C@@H](c2ccc(Br)cc2)C[C@@H](OCCCCO)O1	-3	5	2	6	2	0	-3.5	0	17
CCN(CC)S(=O)(=O)c1ccc(NC(=O)CSc2ncnc3ccccc23)cc1	-2	0	-2	-6	1	7	-1.6	5	-6
Cc1ccc(NC(=O)CSc2sc3c(O)cc(=O)[nH]c3c2C#N)cc1C	-3	8	-7	12	-1	0	0.0	3	4
Cc1noc(C)c1C(=O)N1CCCC(N2CCN(c3cccc(C(F)(F)F)c3)CC2)C1 (configuration not stated)	-3	4	-5	10	-3	2	0.4	-5	-2
COc1ccc(/C=C2\N=C(C)N(c3ccc4ccccc4c3)C2=O)cc1OC	-7	10	-3	8	-3	3	4.8	4	-4
CC(Cl)C(=O)Nc1cc(C(F)(F)F)ccc1N1CCOCC1 (configuration not stated)	-1	9	1	-5	-5	0	1.1	2	3
O=C(N/N=C/c1ccncc1)c1ccccc1	-1	2	3	22	0	0	-0.2	0	-5
COc1ccc(S(=O)(=O)NC2CC(C)(C)NC(C)(C)C2)c2ccccc12	5	5	4	-3	-8	1	2.2	2	2
Cc1cccc(C)c1Nc1nnc(SCc2cn3cccc(C)c3n2)s1	-8	4	-12	-20	-3	9	1.8	-2	-1
CC1=C(C(=O)OCC2CCCO2)C(c2coc3ccc(C)cc3c2=O)C2=C(CCCC2=O)N1 (configuration not stated)	6	2	-13	-9	2	3	0.4	1	-2
CN1C(=O)c2cccc3c(Cl)ccc(c23)C1=O	10	-9	-15	-4	-1	0	-2.0	4	5
COc1ccccc1COC(=O)c1ccc(S(=O)(=O)N2CCOCC2)cc1	3	13	1	9	-4	1	-0.7	6	-1
Cc1ccc(CNC(=O)c2ccc(C)s2)cc1	-6	13	-8	-3	-5	0	2.0	8	-14
COc1ccc(S(=O)(=O)N2CCC(C(=O)NC3CCCCC3C)CC2)cc1 (configuration not stated)	3	0	-13	-3	-1	2	-3.8	0	0
COc1cccc(NC(=O)/C=C/c2ccccc2[N+](=O)[O-])c1	-3	3	0	2	-2	8	-0.7	1	-3
C/C(=N\NC(=O)c1cccc(S(=O)(=O)Nc2ccccc2Cl)c1)c1ccc(-n2ccnc2)cc1	-5	-1	-11	4	-1	3	0.0	4	-5
C/C(N)=C(/C#N)C(=O)CSc1nnc(Nc2cccc(C)c2C)s1	-5&-7	17&9	3&10	3&-10	-1&-1	6&4	0.3&-0.7	8	-6&-8
O=C(NCCO)c1ccc2c3n(nc2c1)-c1ccc(Cl)cc1CO3	-1	12	-6	0	-1	1	-1.4	8	8
Cc1ccc(C(=O)NCC(=O)NCC(=O)OCC(=O)c2ccc(Br)cc2)cc1	2	-1	2	8	-2	1	-1.5	2	3
COc1ccc(OC)c(NC(=O)CCN2CCN(c3ccccc3OC)CC2)c1	-1	3	0	7	2	1	-2.2	2	-5
O=C(c1cncc(Br)c1)N1CCN(S(=O)(=O)c2ccc(Cl)cc2)CC1	2	-5	6	-1	-3	4	-0.6	0	3
O=C(NCc1ccc(F)cc1)C(c1cccs1)N(C(=O)c1csnn1)C1CC1 (configuration not stated)	-3	5	11	-2	0	2	-0.8	5	-10
C=CCn1c(SCC(=O)N2CC(=O)Nc3ccccc32)nc2scc(-c3ccccc3)c2c1=O	-9	7	7	-14	8	8	0.6	9	-11
COC(=O)c1ccc(CSc2nccn2C)cc1	-6	-7	-6	33	-6	0	-0.4	-2	1
COc1ccc(S(=O)(=O)Nc2cccc(S(=O)(=O)N(C)C)c2)cc1[N+](=O)[O-]	-1	-8	-1	-10	7	2	0.3	/	-2
Cc1c(N2C(=O)CS/C2=N\N=C\c2ccc(Br)cc2)c(=O)n(-c2ccccc2)n1C	-2	-4	8	0	-3	-1	0.7	0	2

Compound activity: PubChem, several laboratories
